Tau fluor counter: counter-screen for tau fibril formation inhibitors; tau K18 P301L Alexa594 fluorescence, heparin fibrillization; Potency, µM (doses to about 57.7 µM), inactives show at the highest dose activity change, negative = decrease; 280,000 tested, 0.93% active; further: on the % scale 0 is the no-effect control and ±100 the full control effect; nearly all actives have a fitted effect of over 55% in size
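Human K18 P301L tau (15 uM unlabeled plus 0.24 uM Alexa 594-labeled, final) in 100 mM sodium acetate pH 7 was mixed with compound and 20 uM heparin and incubated 6 hr at 37 C.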
GLA spleen mod: inhibitors or activators of human alpha-galactosidase in spleen homogenate. human spleen homogenate, 4MU-alpha-Gal fluorescence, 40 min. Potency, µM (titrated, usually from 80 µM), without a hit: at the highest dose activity change, negative = inhibition, usual class: inhibitors. 240,000 tested, 0.008% active. AID 2107;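 further: 0% = enzyme with vehicle and -100% = no enzyme basal signal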
Target sequence (P06280 32-429 limits assumed): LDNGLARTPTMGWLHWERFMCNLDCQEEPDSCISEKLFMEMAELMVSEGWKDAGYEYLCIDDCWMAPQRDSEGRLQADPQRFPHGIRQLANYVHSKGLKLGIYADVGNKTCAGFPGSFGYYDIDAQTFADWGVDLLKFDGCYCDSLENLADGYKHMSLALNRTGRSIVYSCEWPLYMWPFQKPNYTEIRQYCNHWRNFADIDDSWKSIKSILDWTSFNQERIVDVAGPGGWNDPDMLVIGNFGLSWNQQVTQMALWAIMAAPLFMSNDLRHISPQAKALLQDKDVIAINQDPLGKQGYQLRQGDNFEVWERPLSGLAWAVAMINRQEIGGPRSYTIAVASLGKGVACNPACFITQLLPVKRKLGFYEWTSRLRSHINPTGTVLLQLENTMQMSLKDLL
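Fluorogenic readout (Ex 365/Em 440 nm) of 4-methylumbelliferone released from 1 mM 4-MU-alpha-galactoside by spleen homogenate, 40 min at 37C, pH 5.0. Data normalized to no-enzyme and enzyme controls; Hill-equation AC50 from compound titrations.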
Tau ThT inhib: blocks human tau fibril formation measured by thioflavin T. 270,000 tested, 2.1% active. recombinant tau K18 P301L, heparin-induced fibrillization, ThT fluorescence. P10636. AID 1460. Potency, µM (top dose mostly 57.4 µM), without a hit: at the highest dose activity, negative = inhibition, actives largely listed as inhibitors; further: on the % scale 0 is the no-effect control and ±100 the full control effect; nearly all actives have a fitted effect of over 55% in size
Target sequence (P10636 561-689 P618L limits assumed): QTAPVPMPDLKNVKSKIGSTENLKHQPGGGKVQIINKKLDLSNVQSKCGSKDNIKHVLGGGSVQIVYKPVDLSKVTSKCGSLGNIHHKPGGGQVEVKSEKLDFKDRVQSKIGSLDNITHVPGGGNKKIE
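ThT emission at 510 nm, taken 1 hr after adding 30 uM dye, quantifies aggregates formed when 20 uM heparin acts on human tau K18 P301L for 6 hr at 37 C.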
Tau fibril FP: blocks human tau fibril formation measured by polarization | P10636 | K18 P301L tau heparin fibrillization, Alexa594 FP, 6 h | Potency, µM (top dose mostly 57.7 µM), for inactives: at the highest dose activity, negative = inhibition, usual class: inhibitors | 280,000 tested, 0.39% active | AID 1468; further: on the % scale 0 is the no-effect control and ±100 the full control effect; nearly all actives have a fitted effect of over 55% in size
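Human K18 P301L fragment (15 uM unlabeled plus 0.24 uM Alexa 594-labeled) in 100 mM sodium acetate pH 7 with compound, aggregation induced by 20 uM heparin for 6 hr at 37 C. ThT (30 uM) added for 1 hr, then Alexa 594 FP read.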
GAA inhib: blocks human lysosomal alpha-glucosidase; Potency, µM (series often up to 76.9 µM), for inactives: top-dose activity change, negative = inhibition, hits mostly inhibitors; 200,000 tested, 0.005% active; purified human GAA, 4-MU-alpha-glucoside fluorescence; P10253;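 further: plate controls were uninhibited enzyme wells for no effect and no-enzyme background for full effect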
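Activity normalized between no-enzyme (basal) and enzyme-only wells. Conditions: 4 nM human enzyme, 400 uM fluorogenic substrate, citrate/phosphate pH 5.0 with Tween-20, 20 min room temperature, compounds up to 77 uM.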
GAA spleen mod: lysosomal alpha-glucosidase (human) modulation; Potency, µM (doses to about 79.9 µM), without a hit: at the top dose activity change, negative = inhibition, usual class: inhibitors; human spleen homogenate, 4-MU-alpha-glucoside fluorescence; 240,000 tested, 0.006% active; AID 2112;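 further: 0% = enzyme with vehicle and -100% = no enzyme basal signal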
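Enzyme source: human spleen homogenate, 1 ug/well. Buffer 50 mM citric acid/K phosphate pH 5.0, 0.01% Tween-20. 4-MU-alpha-glucoside 1 mM; 37 C x 40 min; NaOH/glycine stop; fluorescence.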
GAA glycogen: alters human alpha-glucosidase cleavage of glycogen | P10253 | recombinant GAA, glycogen substrate, Amplex Red glucose oxidase fluorescence | Potency, µM (doses to about 76.4 µM), inactives show at the highest dose activity change, negative = inhibition, actives largely listed as inhibitors | 300,000 tested, 0.38% active | AID 2100;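 further: 0% = full enzyme reaction and -100% = no-enzyme basal signal; the screen sought inhibitors and activators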
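qHTS, 1536-well; enzyme 4 nM final; cpd up to 77 uM; substrate bovine liver glycogen 30 ug; 50 mM citrate/phosphate pH 5.0, 0.01% Tween-20; 37 C, 40 min; Amplex Red detection 45 min RT; Hill fit → AC50.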
HTT ATP protect: Huntington cell model cytoprotection by ATP luminescence | Potency, µM (highest dose often 56.4 µM), without a hit: cytoprotection (ATP increase), usual class: activators | 230,000 tested, 0.14% active | AID 1471 | PC12 HTT-Q103 induced, cytoprotection, ATP luminescence, 40 h;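 further: % of control where 0% means no effect; nearly all actives have a fitted effect of over 45% in size; toxic huntingtin expression switched on by the ecdysone agonist tebufenozide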
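Quantitative HTS on tebufenozide-induced (100 nM) PC12 cells expressing HTTQ103 exon 1–GFP; compounds tested as a concentration series; survival measured via cellular ATP.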
Numbers without * were called inactive; ? = inconclusive; nt = not tested or not shown; & = joins results of further samples; ! = repeats disagree; [ ] = remark or other dose. The call rests on the fitted dose curve; in most records, active means well fitted curve in the direction sought with a large enough effect; inconclusive means small, poorly fitted or top-dose-only effect, or another doubt; inactive means no such curve, though single readings can be large; an effect the other way counts as inactive or inconclusive. Potency means the concentration at half of the fitted maximal effect. A portion of the library; count on the stated rates, not on these rows.

Letters: A = Tau fluor counter; B = GLA spleen mod; C = Tau ThT inhib; D = Tau fibril FP; E = GAA inhib; F = GAA spleen mod; G = GAA glycogen; H = HTT ATP protect
COc1cccc(-n2c(CN3CCN(C)CC3)nc3ccc([N+](=O)[O-])cc3c2=O)c1
  A = 7%; B = 18%; C = 9%; D = ?; E = 5%; F = 15%; G = 26%; H = 2%[10 µM]

CNC(C(=O)c1ccccc1)C(OC(C)=O)c1cccc([N+](=O)[O-])c1 (centres undefined)
  A = -11%; B = -4%; C = -14%; D = 10%; E = -5%[15.4 µM]; F = 0%; G = -5%; H = 42%[10 µM]

O=C1NC2NC(=O)N([N+](=O)[O-])C2N1 (centres undefined)
  A = -5%; B = 0%; C = ?; D = 2%; E = -6%; F = 5%; G = -8%; H = -4%[10 µM]

Cc1ccc(C(O)(C(=O)NNC(=O)CN2CCN(C)CC2)c2ccc(C)cc2)cc1
  A = 2%; B = 0%; C = 4%; D = 10%; E = 5%; F = -8%; G = 1%; H = 22%[10 µM]

COc1ccc2c(c1O)-c1c(OC)c(OC)cc3c1[C@@H](C2)N(C)CC3
  A = -16%; B = -14%; C = -16%; D = -7%; E = nt; F = -1%; G = nt; H = -8%&13%

COc1ccccc1/C=C1/C(=N/O)C2CCN1CC2
  A = -8%; B = 1%; C = -4%; D = 1%; E = -15%; F = -2%; G = 7%; H = -12%

c1ccc2c(c1)sc1ccccc12
  A = -17%; B = -13%; C = -10%; D = -11%; E = nt; F = 1%; G = nt; H = ?

COc1ccc(-c2nc(CSCC(=O)N3CCN(c4ccc(F)cc4)CC3)c(C)o2)cc1
  A = -17%; B = nt; C = ?; D = 6%; E = nt; F = nt; G = -3%[76.3 µM]; H = nt

O=c1oc2ccccc2c(O)c1C(c1ccccc1O)c1c(O)c2ccccc2oc1=O
  A = -5%; B = -5%; C = -13%; D = -1%; E = nt; F = 12%; G = nt; H = -34%[inhibitor]

CNCCc1cnc[nH]1
  A = -4%&1%; B = -14%&2%&9%; C = 8%&-7%; D = ?; E = nt; F = 9%&2%&-1%; G = nt; H = ?

Cc1o[nH]c(=O)c1C[C@H](N)C(=O)O
  A = -11%&-3%&-1%; B = 16%&-4%&11%&-7%; C = ?; D = -5%&-1%&-4%; E = nt; F = 5%&-8%&6%&16%; G = nt; H = 11%

COc1ccc(C(=O)Nc2ccccc2-c2nnn(CC(=O)Nc3ccc4c(c3)OCCO4)n2)cc1
  A = ?; B = 1%; C = 1%; D = -23%; E = ?; F = -14%; G = -2%; H = 16%[10 µM]

CC(=O)c1cc(OC(=O)N2CCOCC2)ccc1OC(=O)N1CCOCC1
  A = 5%; B = -15%; C = 2%; D = -2%; E = ?; F = -12%; G = 4%; H = -2%

C=CCN1CCC2(C)c3cc(O)ccc3CC1[C@@H]2C (some centres undefined)
  A = 10%; B = -3%; C = 16%; D = 7%; E = nt; F = -3%; G = nt; H = -31%[inhibitor]

O=C(COc1ccccc1[N+](=O)[O-])N1CCN(CCc2ccccn2)CC1
  A = 2%; B = nt; C = -5%; D = 3%; E = nt; F = nt; G = 12%[76.3 µM]; H = nt

CCCCn1c(NC(=O)c2ccco2)c(C(=O)OCC)c2nc3ccccc3nc21
  A = -26%; B = ?; C = 13µM*; D = 16µM*; E = ?; F = 13%; G = 12%; H = -5%

O=C(NC1CN2CCC1CC2)c1cc(Cl)c([N+](=O)[O-])c2nc[nH]c12 (centres undefined)
  A = 4%; B = -2%; C = 4%; D = -8%; E = -4%; F = 2%; G = 1%; H = nt

Nc1ccccc1C(=O)OCC(=O)c1ccc2c(c1)OCCO2
  A = -13%; B = -1%; C = ?; D = 5%; E = 0%; F = -3%; G = -3%; H = -108%[inhibitor]

COCCOC(=O)c1c(C)oc2ccc(OC(=O)N(C)C)cc12
  A = -1%; B = -1%; C = 0%; D = 2%; E = 3%; F = -5%; G = 0%; H = -10%

CCc1cc2c(s1)NC(=O)CN=C2c1cccs1
  A = -14%; B = -1%; C = -10%; D = 2%; E = ?; F = -5%; G = -2%; H = -26%

CC1CC[C@]2(NC1)OC1CC3C4CC=C5CC(O)CC[C@@]5(C)C4CC[C@]3(C)C1C2C (some centres undefined)
  A = -1%; B = 4%; C = -2%; D = -1%; E = nt; F = 6%; G = nt; H = -33%[inhibitor]

CCn1ccnc1CN1CCCC(C(=O)c2cc(C)c(OC)c(C)c2)C1 (centres undefined)
  A = -12%; B = -9%; C = -11%; D = -9%; E = 1%; F = 2%; G = 12%; H = -7%[10 µM]

N#CC(C#N)=Cc1ccc(N2CCOCC2)cc1
  A = 5%; B = 7%; C = -16%; D = -13%; E = nt; F = 9%; G = -16%; H = -1%[10 µM]

CC(C)N1OC2CC1c1nc3ccccc3n1C2 (centres undefined)
  A = 16%; B = 0%; C = 7%; D = -2%; E = nt; F = 7%; G = 5%; H = -14%[10 µM]

CN1CCc2c([nH]c3ccccc23)C1
  A = 1%; B = 3%; C = -2%; D = 3%; E = nt; F = 0%; G = 27%; H = -8%[10 µM]

CC(C)OC(=O)c1c(N)n(CC2CCCO2)c2nc3ccccc3nc12 (centres undefined)
  A = -8%; B = ?; C = -12%; D = -9%; E = ?; F = ?; G = -1%; H = 1%[10 µM]

COc1cc(CC2C(=O)N(C)C(=O)N(C)C2=O)ccc1OCc1ccccc1
  A = -13%; B = -4%; C = ?; D = ?; E = -3%; F = 0%; G = -3%; H = -17%

Cc1nn(Cc2ccccc2Cl)c(C)c1C(=O)NC1CCCc2ccccc21 (centres undefined)
  A = 6%; B = 4%; C = -3%; D = -1%; E = -3%; F = 0%; G = 4%; H = 31%[10 µM]

CC(C)N1C(=O)c2ccccc2NS1(=O)=O
  A = -5%; B = 4%; C = -5%; D = 3%; E = nt; F = 7%; G = nt; H = nt

NNc1ccccc1
  A = 2%; B = 5%&2%; C = -2%; D = 6%; E = nt; F = -1%&0%; G = nt; H = -80%[inhibitor]

Only GLA spleen mod, for some of the entries so far:
Compound	GLA spleen mod
N#CC(C#N)=Cc1ccc(N2CCOCC2)cc1	7%
CC(C)OC(=O)c1c(N)n(CC2CCCO2)c2nc3ccccc3nc12 (centres undefined)	?
NNc1ccccc1	5%&2%

The list continues.
Letters: A = Tau fluor counter; B = GLA spleen mod; C = Tau ThT inhib; D = Tau fibril FP; E = GAA inhib; F = GAA spleen mod; G = GAA glycogen; H = HTT ATP protect
O=c1[nH]c2ccccc2c(=O)n1-c1ccc(Cl)c(Cl)c1
  A = -13%; B = nt; C = -1%; D = -1%; E = nt; F = nt; G = 17%[76.3 µM]; H = nt

COC(=O)/C(C)=C\CC12OC(C)(C)C3CC(C=C4C(=O)c5c(OC)c6c(c(CC=C(C)C)c5OC431)OC(C)(CCC=C(C)C)C=C6)C2=O (centres undefined)
  A = -22%; B = 14%; C = 28µM*; D = ?; E = nt; F = 0%; G = nt; H = nt

CCCCn1c(=O)c(C=Nc2cccnc2Cl)c(O)n(CCCCl)c1=O
  A = -7%; B = 2%; C = -12%; D = -12%; E = ?; F = 0%; G = -3%; H = -15%[10 µM]

CC(Cc1ccccc1Sc1ccc(O)cc1)N(C)C (centres undefined)
  A = -11%; B = 3%; C = -12%; D = -3%; E = 1%; F = -4%; G = -14%; H = 14%

Oc1ccc2c3c1O[C@H]1c4c(c5ccccc5n4Cc4ccccc4)C[C@]4(O)[C@H](C2)N(CC2CC2)CC[C@@]314
  A = ?; B = 2%; C = ?; D = 0%; E = nt; F = -2%; G = nt; H = -75%[inhibitor]

O=c1c2ccccc2nc(-c2ccco2)n1-c1ccc(Br)cc1
  A = -20%; B = -1%; C = -8%; D = -8%; E = nt; F = -3%; G = -5%; H = 3%[10 µM]

Cc1ccc2nsnc2c1-n1c(C)nc2ccccc2c1=O
  A = 0%; B = -4%; C = -2%; D = 1%; E = -8%; F = -10%; G = 0%; H = 15%[0.074 µM]

O=C(C(=O)N1CCOCC1)c1cn(CCCOc2ccccc2)c2ccccc12
  A = -5%; B = -2%; C = -4%; D = 0%; E = ?; F = -8%; G = -23%; H = -28%[1.9 µM]

CC1=NN(c2ccccc2)C(=O)C1=C(C)C
  A = ?; B = 1%; C = 11µM*; D = -9%; E = ?; F = 2%; G = -27%; H = -20%

Cc1nc2cc(C(F)(F)F)ccc2n1C1CCN(Cc2nnnn2Cc2ccc3c(c2)OCO3)CC1
  A = 1%; B = -1%; C = -4%; D = 6%; E = -2%; F = 1%; G = -12%; H = -10%[10 µM]

CCOc1ccccc1CN(CCc1ccc2c(c1)OCO2)Cc1ccc(CC)cc1
  A = 1%; B = nt; C = -4%; D = -2%; E = nt; F = nt; G = -9%[76.3 µM]; H = nt

CCN(CC)c1ccc(N=Cc2c(O)n(-c3ccc(Cl)cc3)c(=O)[nH]c2=O)cc1
  A = -20%; B = -2%; C = ?; D = -7%; E = 6%; F = -9%; G = -1%; H = -29%

CC(C)N1C(=S)SC(C)(C)C1n1oc(=O)n(-c2cccc(Cl)c2)c1=O (centres undefined)
  A = -24%; B = 2%; C = -3%; D = ?; E = 6%; F = 1%; G = -8%; H = -18%

COc1cc2[nH]c(=O)n(-c3ccc(C)cc3)c(=O)c2cc1OC
  A = -7%&0%; B = 7%; C = -7%&1%; D = 3%&-3%; E = 11%; F = 7%; G = 13%[76.3 µM]; H = -15%

CC[C@@H](CO)NC(=O)[C@@H]1C=C2c3cccc4c3c(cn4C)C[C@H]2N(C)C1
  A = ?; B = ?; C = 25µM*!; D = ?; E = ?; F = -3%&0%&21%; G = -18%&13%; H = 0%

C=CC1CN2CCC1CC2C(OC(C)=O)c1ccnc2ccc(OC)cc12 (centres undefined)
  A = -8%; B = 2%; C = -2%; D = 0%; E = 0%[15.4 µM]; F = -20%; G = -1%; H = 24%[10 µM]

O=c1[nH]c(=O)n(-c2ccc(Cl)cc2)c(O)c1C=NCCN1CCCCC1
  A = -6%; B = 6%; C = -9%; D = -4%; E = 1%; F = 2%; G = 9%; H = -10%

Cn1c(N2CCNCC2)nc2ccccc21
  A = -4%; B = -17%; C = -12%; D = -3%; E = 1%; F = -7%; G = 4%; H = 12%
